# Assay outcomes (PubChem)
# Dengue-2 NS5 capping – flavivirus cap methylation enzyme inhibition – biochemical, confirmation dose response, primary screen (AID 588689); actives 0.3% (n = 340,000); one-dose inhibition, % at 25 µM; IC50 in µM for titrated hits; Dengue-2 NS5 methyltransferase capping enzyme assay, biochemical; higher % means a stronger effect; in the data active = a potency from the dose series; inconclusive = inhibition above about 29% without an active follow-up result
# K1F lysis inhibition – inhibition of K1F phage lysis, E. coli UTI89, bacterial capsule biogenesis inhibitors, alamar blue (AID 488966); one-dose inhibition, % at 100 µM; IC50 in µM for titrated hits; actives 0.02% (n = 340,000); E. coli UTI89 K1F phage lysis, alamar blue, 2 h; higher % means a stronger effect;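 active = phage lysis inhibition, versus mean bacterial control, above a set limit; inconclusive = no clear call, values can overlap the other calls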;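 note: capsule biogenesis inhibitors block K1F phage lysis so surviving cells raise fluorescence; higher fluorescence means more inhibition of phage lysis; actives were called in the ten point dose series up to 300 µM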
# NTR1 ag – agonists of NTR1, primary screen, imaging, U2OS cells, beta-arrestin-GFP, high content (AID 493036). P30989. actives 0.17% (n = 330,000). NTR1-U2OS beta-arrestin-GFP spot imaging, agonist mode. activation, % at 20 µM;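 active = activation at or above 40% of the spot to cytoplasm intensity ratio, with at least 20 cells analyzed; inconclusive = wells under 20 cells, flagged as cytotoxic or low count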;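 note: 0% = DMSO without peptide and 100% = 100 nM NTR1 peptide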
# Target sequence (P30989 whole entry, looked up): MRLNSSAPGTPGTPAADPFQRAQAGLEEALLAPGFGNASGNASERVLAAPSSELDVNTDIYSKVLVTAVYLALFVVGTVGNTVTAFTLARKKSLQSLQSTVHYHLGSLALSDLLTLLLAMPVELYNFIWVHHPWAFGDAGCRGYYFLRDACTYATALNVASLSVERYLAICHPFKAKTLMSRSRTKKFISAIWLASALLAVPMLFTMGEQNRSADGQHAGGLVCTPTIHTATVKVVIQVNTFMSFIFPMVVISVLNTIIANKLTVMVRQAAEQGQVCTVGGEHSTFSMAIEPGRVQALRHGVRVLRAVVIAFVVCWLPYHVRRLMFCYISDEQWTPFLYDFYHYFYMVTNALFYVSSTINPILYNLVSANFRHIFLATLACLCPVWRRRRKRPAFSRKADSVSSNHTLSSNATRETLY
# AID2073 – disruptors of CaV2.2 binding to Mint1 – biochemical, HTRF (AID 2073); one-dose inhibition, % at 20 µM; IC50 in µM for titrated hits; HTRF protein-protein interaction, Mint1-CaV2.2; higher % means a stronger effect; actives 0.19% (n = 290,000); in the data active = inhibition mostly above about 51%, no sharp cut-off; inconclusive = no clear call, values can overlap the other calls; inactive = mostly below about 53%; note: some results filed as inactive read as strong as hits
# WT yeast gro inh – growth inhibition of WT yeast, mitochondrial fusion screen; mitochondrial fusion phenotypic screen, WT strain; inhibition, % at 10 µM; actives 2.1% (n = 190,000); in the data active = inhibition above about 58%; tested in S. cerevisiae
# Autophagy mod – modulators of autophagy; MEF GFP-LC3 puncta imaging; test concentration mostly 10 µM; calls only at 10 µM (by protocol); actives 0.98% (n = 190,000);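 active = percentage of spot-positive cells more than 3 SD above its plate mean, without a fluorescence outlier flag or 80% toxicity; inconclusive = no clear call, values can overlap the other calls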;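 note: spot-positive cell cutoff set from DMSO-treated cells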
# RSV antiviral HEp-2 – RSV antiviral activity via CPE protection, HEp-2 cells, primary 10 µM value included (AID 2391) | HEp-2 cells, RSV-induced CPE inhibition; higher % means a stronger effect | one-dose CPE inhibition, % at 10 µM; IC50 in µM for titrated hits | actives 0.13% (n = 310,000); in the data active = a potency from the dose series; inconclusive = CPE inhibition mostly from about 23% at the one dose, without a potency; inactive = the rest, 99 in 100 with CPE inhibition below about 21%; note: strong numbers were not always called active
# LYP phosphatase – inhibitors of LYP phosphatase, biochemical, fluorescence intensity, uHTS (AID 1779). recombinant LYP phosphatase, fluorescence intensity; higher % means a stronger effect. inhibition, % at 11.5 µM; hits with a dose series show IC50 in µM. actives 0.054% (n = 290,000); in the data active = inhibition above about 50%;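 note: plate controls were vehicle with enzyme for no effect and no enzyme for full effect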
# GPR35 arrestin U2OS – inhibition of zaprinast-stimulated GPR35 beta-arrestin translocation – imaging, U2OS, beta-arrestin-GFP, zaprinast agonist, primary screen (AID 2058); actives 0.052% (n = 290,000); inhibition, % at 10 µM; hits with a dose series show IC50 in µM; U2OS GPR35 beta-arrestin-GFP translocation imaging, zaprinast antagonism; higher % means a stronger effect;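 active = inhibition of at least 50% with at least 30 cells and total cytoplasm GFP at most 10,000,000; inconclusive = under 30 cells or total GFP of 10,000,000 plus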
# WT yeast gro inh mutant strain – also measured in WT yeast gro inh; calls as there; inhibition, %; mitochondrial fusion phenotypic screen, mutant strain inhibition
# Autophagy mod cell loss 18 h – also measured in Autophagy mod; calls as there; toxicity, %; measured here: cell loss, nuclei count;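 cell loss after 18 h compound exposure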
# NTR1 ag cell count 20 µM – recorded beside NTR1 ag, whose call it bears; cell count; measured here: cell count, cytotoxicity flag
# Dengue-2 NS5 capping pilot replicate – further read-out of Dengue-2 NS5 capping, marked with its call; inhibition, %; measured here: pilot screen replicate inhibition
# The depositor's hits bear a star; i = inactive; ? = inconclusive; / = not tested or not shown; [ ] = another dose, or the depositor's remark.
SMILES,Dengue-2 NS5 capping,K1F lysis inhibition,NTR1 ag,NTR1 ag cell count 20 µM,AID2073,WT yeast gro inh,WT yeast gro inh mutant strain,Autophagy mod,Autophagy mod cell loss 18 h,RSV antiviral HEp-2,LYP phosphatase,GPR35 arrestin U2OS,others
c1ccc(-c2cnc(-c3ccccc3)nn2)cc1,0%,3.3%,-4.2,95,/,/,/,/,/,1.6%,/,/,
O=C(CNC(=O)c1ccco1)NCC(c1ccco1)N1CCCCC1 (centres undefined),-7%,1.0%[50 µM],4.2,12,/,/,/,/,/,1.5%,/,/,
CCOc1ccc(-c2nc(C#N)c(NCc3ccco3)o2)cc1,-9%,-0.1%,3.1,75,12%,-4,-4,i,3,1.8%,-6%,-9%,
Cc1ccc2oc(C(=O)NCCC3CCCCO3)c(C)c2c1 (centres undefined),-5%,1.7%,2.0,61,14%,/,/,/,/,3.4%,-12%,2%,
O=C(O)c1cc(S(=O)(=O)NC(Cc2c[nH]c3ccccc23)C(=O)O)ccc1Cl (centres undefined),7%,-0.2%,0.5,83,18%,/,/,/,/,1.6%,-6%,18%,
O=C(CN1C(=O)NC(Cc2c[nH]c3ccccc23)C1=O)NCCc1ccccc1 (centres undefined),-1%,0.4%,1.1,88,-2%,/,/,/,/,-0.3%,-6%,11%,
FC(F)(F)c1ccc(-c2nc(=S)[nH][nH]2)cc1,8%,-2.3%,-0.5,32,-8%,/,/,/,/,2.8%,-6%,1%,
COc1ccc(OC)c(NC(=O)N2CCc3ccccc3C2)c1,2%,0.1%,-0.1,70,-6%,/,/,/,/,1.8%,-7%,-4%,
Cc1ccc(NC(=O)C(C)OC(=O)Cc2c[nH]c3ccccc23)cc1S(=O)(=O)N1CCOCC1 (centres undefined),-6%,-0.2%[50 µM],0.1,61,/,/,/,/,/,0.6%,/,/,
CCOc1ccc(NC(=S)NNC(=O)c2cc(Br)ccc2Cl)cc1,-7%,i,0.0,40,16%,-15,8,i,-2,5.3%,6%,11%,
CC(=O)NC(CC(=O)NC1CCCCC1)c1ccccc1 (centres undefined),0%,3.0%,-0.2,52,2%,-6,-1,i,0,2.2%,-2%,-12%,
CCOc1ccc(/C=N/NC(=O)Nc2ccccc2)cc1,-5%,0.4%,13,64,-12%,-13,-10,i,1,0.0%,0%,4%,
Cc1ccc2nc(/C(C#N)=C\c3ccc(N4CCOCC4)o3)[nH]c2c1,?,0.0%,-2.8,74,8%,9,9,?,/,3.1%,1%,?,
O=C(CCNS(=O)(=O)c1ccc(Br)s1)NCc1ccc(F)cc1,/,0.0%,2.5,30,10%,-8,-8,i,1,0.9%,-13%,20%,
Cc1cccc(Nc2nc(N)nc(CCl)n2)c1C,/,/,4.7,64,4%,/,/,/,/,4.9%,1%,-4%,
COc1ccc(CNC(=O)CSc2nnc3c(n2)[nH]c2ccc(C)cc23)cc1,-7%,1.1%,-0.6,53,19%,/,/,/,/,2.9%,-1%,-10%,
CC(C)CN(CC(C)C)C(=O)C12CCC(C)(C(=O)O1)C2(C)C (centres undefined),-1%,-0.1%,-0.8,74,4%,-6,1,i,-3,1.2%,-1%,4%,
CCCCC(=O)OCc1nc(N)nc(Nc2ccccc2C)n1,-11%,0.2%,5.0,84,4%,17,12,i,-8,-0.6%,6%,-16%,
CCOC(=O)C1CCCN(c2nc(C)nc3c2oc2ccccc23)C1 (centres undefined),-3%,2.5%,14,47,-3%,23,38,i,-2,-1.1%,-7%,-11%,
COc1ccc2c(c1OC)C(=O)N1c3cccc(Cl)c3C(=O)OC21 (centres undefined),1%,1.9%,1.1,40,48%,-13,10,i,5,-1.0%,-14%,14%,

# Among those listed so far, 2 have fluorine.
SMILES,Dengue-2 NS5 capping,K1F lysis inhibition,NTR1 ag,NTR1 ag cell count 20 µM,AID2073,WT yeast gro inh,WT yeast gro inh mutant strain,Autophagy mod,Autophagy mod cell loss 18 h,RSV antiviral HEp-2,LYP phosphatase,GPR35 arrestin U2OS,others
FC(F)(F)c1ccc(-c2nc(=S)[nH][nH]2)cc1,8%,-2.3%,-0.5,32,-8%,/,/,/,/,2.8%,-6%,1%,
O=C(CCNS(=O)(=O)c1ccc(Br)s1)NCc1ccc(F)cc1,/,0.0%,2.5,30,10%,-8,-8,i,1,0.9%,-13%,20%,

# (further entries)
SMILES,Dengue-2 NS5 capping,K1F lysis inhibition,NTR1 ag,NTR1 ag cell count 20 µM,AID2073,WT yeast gro inh,WT yeast gro inh mutant strain,Autophagy mod,Autophagy mod cell loss 18 h,RSV antiviral HEp-2,LYP phosphatase,GPR35 arrestin U2OS,others
Cc1ccc(S(=O)(=O)n2c([N+](=O)[O-])cnc2C)c(C)c1C,-4%,1.6%,0.0,41,-1%,-9,-7,i,-3,-0.2%,2%,13%,
CCn1cc(C(=O)N(CCCN2CCOCC2)Cc2ccco2)c(=O)c2ccc(C)nc21,0%,0.4%,0.6,51,7%,-9,-16,i,-10,1.1%,-2%,4%,
COc1ccc(C(C(=O)NCc2ccccc2)N(Cc2ccco2)C(=O)c2cnccn2)cc1 (centres undefined),8%,0.0%,0.8,55,35%,-16,2,i,3,1.6%,-2%,8%,
CCOC(=O)c1cc(NC(=O)C2C3C=CC(O3)C2C(=O)O)cc(C(=O)OCC)c1 (centres undefined),1%,0.7%[50 µM],0.4,61,5%,/,/,/,/,2.2%,-8%,2%,
N#C/C(=C\c1ccc(Cl)cc1)C(=O)Nc1cccnc1,-17%,0.4%,-0.4,41,2%,/,/,/,/,1.2%,-8%,16%,
CCOC(=O)c1cccnc1NC(=O)c1ccccc1,2%,0.1%,-0.6,91,15%,-16,2,i,-10,0.4%,-16%,0%,
Cc1cccc(NC(=O)c2ccco2)c1C,-2%,0.0%,0.0,50,-5%,/,/,/,/,0.9%,-10%,4%,
ON1C2CCCCC2N(O)C1c1c(F)c(F)c(F)c(F)c1F (centres undefined),-2%,1.0%,0.4,93,-14%,-11,15,i,-3,0.8%,-2%,-6%,
O=C1CSC(c2cccnc2)N1Cc1ccc(Cl)cc1Cl (centres undefined),10%,-0.7%,1.2,61,-14%,/,/,/,/,1.2%,-6%,-14%,
CN(C)S(=O)(=O)c1cccc(COC(=O)C2=COCCO2)c1,6%,-0.8%,-0.7,88,0%,-7,-5,i,6,1.5%,1%,2%,
CCc1nnc(NC(=O)C2CCCCN2S(=O)(=O)c2ccccc2)s1 (centres undefined),-2%,0.1%,1.6,43,-2%,-5,3,i,2,1.7%,0%,6%,
CC(C1CC1)N(C(=O)c1ccccc1O)c1ccccc1 (centres undefined),-5%,0.2%,-1.7,64,23%,8,-12,i,11,0.8%,0%,-10%,
O=C(CCN1C(=O)/C(=C/c2ccc(F)cc2)SC1=S)NC1C=CS(=O)(=O)C1 (centres undefined),-5%,-0.2%,0.3,52,0%,/,/,/,/,1.2%,-12%,0%,
Cc1cc(C)c(NC(=O)Cn2ncc3ccccc32)c(C)c1,-7%,1.1%[50 µM],1.0,64,7%,/,/,/,/,0.7%,-7%,14%,
O=c1oc2cc(O)ccc2cc1S(=O)(=O)c1ccccc1,0%,-0.4%,-1.0,54,30%,/,/,/,/,0.6%,-43%,7%,
CC1CCN(S(=O)(=O)c2cn(CC(=O)Nc3ccc(C#N)cc3)cn2)CC1,-4%,0.4%,0.1,64,33%,/,/,/,/,/,-6%,-15%,
CCc1ccc2[nH]c(=O)c(C(c3nnnn3Cc3ccccc3)N3CCOCC3)cc2c1 (centres undefined),3%,0.0%,0.0,81,5%,18,4,i,17,-0.2%,5%,-12%,
N#Cc1c(N)nc2c(c1-c1cccc(O)c1)CCCCCC2,-1%,-0.3%,1.0,59,9%,3,-10,i,-5,6.7%,-4%,9%,
COCC(CN1CCN(C2=NS(=O)(=O)c3ccccc32)CC1)OC(=O)c1ccc(OC)cc1 (centres undefined),-2%,0.1%,0.3,59,13%,/,/,/,/,0.6%,-2%,-3%,
Cc1nn(CCCC(=O)NCc2ccccc2Cl)c(=O)c2nccn12,1%,-0.8%,2.4,64,9%,/,/,/,/,2.0%,-5%,4%,
CC(C)(CC(=O)N1CCN(c2ccc(Cl)cc2)CC1)CC1=NS(=O)(=O)c2ccccc2N1,-2%,-0.1%,4.3,77,-8%,-7,5,i,10,3.1%,-5%,8%,
O=C(NCc1ccc2c(c1)OCO2)C1CCCN1C(=O)Nc1ccc(Cl)cc1 (centres undefined),9%,-0.1%,-2.1,62,-7%,/,/,/,/,1.0%,-11%,-9%,
COc1cc(OC)cc(-n2nnnc2SCC(=O)N2CCCC2)c1,1%,-0.4%,1.1,50,0%,-1,13,i,6,0.8%,-1%,-13%,
CCOc1ccccc1/C=C(\C#N)C1=CCCC1,-8%,-0.2%,-0.6,46,6%,/,/,/,/,0.5%,2%,2%,
O=C(Nc1cc(C(F)(F)F)ccc1-n1cnc2ccccc21)c1ccccc1,-4%,0.4%[50 µM],-0.5,57,19%,3,3,i,-2,1.1%,-3%,12%,
CCCCC(NC(=O)CCc1c(C)c2cc3c4c(oc3c(C)c2oc1=O)CCCC4)C(=O)O (centres undefined),2%,-0.6%[50 µM],1.2,79,18%,/,/,/,/,5.5%,-12%,-1%,
COC(=O)Cc1nnc(NC(=O)C(C)C)s1,-1%,0.3%,1.1,89,1%,-12,-4,i,-13,3.0%,-7%,29%,Dengue-2 NS5 capping pilot replicate=3.0
CC(=O)c1ccc(C(=O)N2CCc3c([nH]c4ccccc34)C2c2cccc(C)n2)s1 (centres undefined),-1%,0.3%,0.3,54,0%,/,/,/,/,5.4%,-2%,8%,
CCOC(=O)c1c(CC(C)C)csc1/N=C/C1C(=O)CCCC1=O,/,0.0%,-0.1,51,?,-1,18,i,30,-2.1%,-7%,9%,
Clc1ccc2nc(-c3ccccc3)c(CN3CCOCC3)n2c1,1%,0.6%,2.7,75,2%,10,7,i,17,4.2%,-2%,7%,Dengue-2 NS5 capping pilot replicate=4.4
COc1ccccc1C(=O)Oc1ccc2c(c1)O/C(=C\c1ccncc1)C2=O,?,-0.1%,9.0,54,34%,-11,6,i,-7,5.6%,-3%,1%,
Nc1c(-c2ccccc2)n[nH]c1-c1ccccc1,-3%,0.5%,0.4,54,19%,29,22,i,-6,-0.5%,-9%,10%,
COc1cc(OC)cc(C(=O)Nc2nc(CC(=O)NCc3ccc(F)cc3)cs2)c1,-4%,0.3%[50 µM],1.0,66,/,/,/,/,/,2.9%,/,/,
